Source: PubChem BioAssay
RXFP1 antagonist = RXFP1 (human) relaxin receptor antagonism. HEK293-RXFP1, relaxin-stimulated cAMP HTRF, 30 min; active compounds read low. activity change, negative = inhibition, % at 57.5 µM. 350,000 compounds, 0.59% hits. AID 1259400;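 active = activity change of -60% or lower, but not beyond a set lower limit; inconclusive = change between -60% and -40%, or beyond the set limit; inactive = change above -40%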; note: % is set by controls: 0 for no effect and ±100 for the full control effect
RXFP1 ag = activates the human relaxin receptor RXFP1. HEK293T-RXFP1 cAMP TR-FRET, 30 min; response scale: percent of porcine relaxin response, buffer zero. AID 2676. 370,000 compounds, 0.3% hits. Potency, µM (doses to about 57.5 µM), inactives show at the top dose activation, hits mostly activators. Q9HBX9; note: potency is the fitted concentration of half-maximal effect; % is set by controls: 0 for no effect and ±100 for the full control effect; nearly all actives have a fitted effect of over 60% in size; many of its hits are not listed in these tables
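cAMP rise read by TR-FRET after 30 min, 37C compound exposure (up to 58 uM) in RXFP1-transfected HEK293 cells with Ro 20174 present. EC50 from Hill-equation fits, with 29 nM porcine relaxin as 100% and buffer as basal.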
TRHR agonist = agonists of human TRH receptor; P34981; TRHR cells, calcium flux fluo-8, FDSS agonist mode; activation, % at 2 µM; 360,000 compounds, 0.18% hits; AID 493084; in the data active = activation above about 30%; note: 0% is about no effect
Target sequence (P34981 whole entry, looked up): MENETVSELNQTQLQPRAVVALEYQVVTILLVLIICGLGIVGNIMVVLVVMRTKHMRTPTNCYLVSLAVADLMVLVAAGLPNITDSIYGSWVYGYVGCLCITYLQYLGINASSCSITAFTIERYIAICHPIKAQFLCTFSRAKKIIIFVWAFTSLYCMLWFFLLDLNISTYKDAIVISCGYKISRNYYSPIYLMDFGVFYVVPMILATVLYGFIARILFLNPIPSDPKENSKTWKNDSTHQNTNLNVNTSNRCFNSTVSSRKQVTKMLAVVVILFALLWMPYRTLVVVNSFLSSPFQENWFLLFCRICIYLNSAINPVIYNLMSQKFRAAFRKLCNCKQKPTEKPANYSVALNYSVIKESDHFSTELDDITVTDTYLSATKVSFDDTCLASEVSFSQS
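In this calcium-flux screen, cells bearing human TRHR are dye-loaded with fluo-8, baselined for 10 cycles, then exposed to library compounds; positive kinetic calcium responses during the agonist phase mark hits, with TRH as control.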
TRHR PAM = allosterically enhances the human TRH receptor; P34981; TRHR cells, fluo-8 calcium fluorescence, EC20 TRH enhancement; enhancement, % at 2 µM; 360,000 compounds, 0.66% hits; AID 493056; in the data active = enhancement above about 30%; note: 0% is about no effect
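TRHR-expressing cells loaded with fluo-8 calcium dye were read kinetically (ex 480/em 530) during compound addition, then stimulated with an EC20 of TRH (10 nM final). Enhancement of the Gq-mediated intracellular calcium response was scored.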
D1 ag = activates the human D1 dopamine receptor; HEK293 T-REx D1 cells, calcium flux, agonist mode; 360,000 compounds, 1% hits; activation, % at 2 µM; in the data active = activation above about 30%; note: 0% is about no effect
Target sequence (P21728 whole entry, looked up): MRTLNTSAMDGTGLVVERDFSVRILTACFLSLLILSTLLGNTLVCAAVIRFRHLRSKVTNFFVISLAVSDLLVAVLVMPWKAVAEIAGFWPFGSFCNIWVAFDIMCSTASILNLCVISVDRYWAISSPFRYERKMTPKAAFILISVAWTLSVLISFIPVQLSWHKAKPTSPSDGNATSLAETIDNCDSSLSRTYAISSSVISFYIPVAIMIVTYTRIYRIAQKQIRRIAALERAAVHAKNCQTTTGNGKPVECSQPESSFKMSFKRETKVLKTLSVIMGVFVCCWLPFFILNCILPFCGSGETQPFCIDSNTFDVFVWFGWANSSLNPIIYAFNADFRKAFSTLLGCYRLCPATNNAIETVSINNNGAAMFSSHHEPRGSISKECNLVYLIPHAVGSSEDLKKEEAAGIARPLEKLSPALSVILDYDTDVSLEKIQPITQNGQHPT
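Agonism was scored from calcium flux recorded over 180 s (1 read/s) after pintool compound addition, following a 10-cycle baseline. Cells were inducible force-coupled HEK293 TREx D1, plated overnight at 30 C and loaded with no-wash calcium dye.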
D2 potentiator = positive allosteric modulators of human D2 dopamine receptor. HEK293 T-REx D2, calcium flux, EC20 dopamine potentiation. potentiation, % at 10 µM. 340,000 compounds, 0.34% hits. AID 485347;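 active = potentiation over 3 SD above the plate norm, cut at about 30% in these data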; note: 0% is about no effect
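Using a no-wash calcium dye in inducible, force-coupled HEK293 Trex cells expressing D2, we tracked fluorescence each second for 180 s after compound, then for 180 s after EC20 dopamine to detect augmented signalling.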
Anesthetic bind = binds horse apoferritin like a general anesthetic. P02791. apoferritin/1-aminoanthracene competitive binding, fluorescence. Potency, µM (titrated, usually from 77.5 µM), inactives show top-dose activity change, negative = displacement, most hits filed as inhibitors. 350,000 compounds, 0.074% hits; note: potency is the fitted concentration of half-maximal effect; % is set by controls: 0 for no effect and ±100 for the full control effect; nearly all actives have a fitted effect of over 20% in size
Target sequence (P02791 2-175 limits assumed): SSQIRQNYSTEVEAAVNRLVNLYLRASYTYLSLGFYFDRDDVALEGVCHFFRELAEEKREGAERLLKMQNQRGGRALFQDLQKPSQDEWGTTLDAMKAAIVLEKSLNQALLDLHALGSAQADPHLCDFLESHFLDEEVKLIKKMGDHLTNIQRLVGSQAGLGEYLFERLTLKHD
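Horse-spleen apoferritin (10 uM) was mixed with 50% saturated 1-aminoanthracene in PBS, exposed to compounds for 10 min at room temperature, and read for fluorescence (ex 380 nm, em 535 nm). Competitive displacement was fitted with a four-parameter Hill equation.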
D1 antagonist = human D1 dopamine receptor antagonism; HEK293 TREx D1 cells, calcium flux, dopamine EC80; active compounds read low; activity change, negative = inhibition, % at 10 µM; 360,000 compounds, 3.2% hits; in the data active = activity change below about -30%; note: % is set by controls: 0 for no effect and ±100 for the full control effect
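Calcium flux readout: force-coupled, inducible Hek293 Trex D1 line, cells induced overnight at 30 C with tetracycline, dye-loaded 30–90 min at RT. Antagonism scored against EC80 dopamine challenge given 180 s after compound.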
D1 PAM = human D1 dopamine receptor positive modulation | P21728 | HEK293 TREx D1 cells, calcium flux, dopamine EC20 potentiation | potentiation, % at 10 µM | 360,000 compounds, 0.036% hits | AID 504651; in the data active = potentiation above about 30%; note: 0% is about no effect
An asterisk follows results filed as active; ? = inconclusive; · = not tested or not shown; [ ] = remark or other dose. Unless noted, calls come from the whole dose curve; as a rule, active = well fitted curve in the direction sought with a large enough effect; inconclusive = small, poorly fitted or top-dose-only effect, or another doubt; inactive = no such curve, though single readings can be large; an effect the other way counts as inactive or inconclusive. Some of the compounds tested; count on the stated rates, not on these rows.

TRHR PAM	D2 potentiator	D1 PAM	RXFP1 antagonist	RXFP1 ag	Anesthetic bind	D1 ag	TRHR agonist	D1 antagonist	canonical_smiles
-3	6	-4	4	3.7%	·	2	-0.7	-13	CCCn1nc(C(=O)N(C)CC(=O)Nc2ccc(OCC)c(OCC)c2)c2ccccc2c1=O
1	7	4	-7	0.2%	-2%	9	-0.1	-1	CCc1ccc(OCc2nc(-c3ccccn3)no2)c(Br)c1
-4	1	-2	10	-2.0%	-17%	-1	-0.2	9	Cc1ccc(NC(=O)c2c(C)nc3ccccn23)cc1C
-1	13	3	·	0.7%	·	0	0.2	-7	CSC(C(=O)c1cc2ccccc2o1)c1ccccc1 (stereo unspecified)
-2	2	-5	-38	1.2%	-5%	2	0.7	-19	Cc1c(Cl)cccc1NC(=O)CSC(N)=O
1	1	4	10	0.5%	-2%	-1	-0.7	5	CCOC(=O)c1c(C)[nH]c(C)c1S(=O)(=O)N(C)CC(=O)Nc1ccccc1
-2	15	-6	-3	3.8%	-4%	0	-1.9	-2	Cc1ccc(S(=O)(=O)C(C#N)=C2N(C)c3ccccc3N2C)cc1
-4	9	-6	-14	-3.6%	3%	2	-0.2	-7	COc1ccc(N2CCN(C(CNS(=O)(=O)c3ccccc3)c3ccccc3)CC2)cc1 (stereo unspecified)
15	8	-8	4	1.9%	?	1	-0.1	-15	O=C1C(Cl)=C(N2CCOCC2)C(=O)N1c1ccccc1
-2	4	-5	4	3.8%	-12%	2	-0.2	-17	O=C(CN(Cc1ccco1)S(=O)(=O)c1ccccc1)N/N=C/c1ccccc1C(=O)O
1	4	1	-8	0.5%	-10%	1	-0.4	-3	Cc1ccc2nc(CN3CCN(S(=O)(=O)c4ccc(C)c(C)c4)CC3)oc2c1
-6	5	7	·	1.4%	-6%	5	1.1	9	N#C/C(=C\c1c(Cl)cccc1Cl)c1nc2ccccc2o1
8	-7	2	-4	0.0%	-17%	2	1.3	4	CCOc1ccccc1CN1CCC(O)CC1
-2	-6	-6	0	2.0%	?	2	0.9	-2	CCN1C/C(=C/c2ccc(OC)c(O)c2)C(=O)/C(=C/c2ccc(OC)c(O)c2)C1
0	-2	-1	-20	-2.0%	1%	4	0.8	-22	COC(=O)c1ccc(-n2ccnc2)cc1
-15	-6	-3	19	0.6%	-23%	-2	0.2	·	C=CCn1c(SCC(=O)NCc2ccccc2)nnc1-c1cc(Br)ccc1O
0	1	-1	0	0.0%	5%	0	-0.6	-1	COC(=O)c1ccc(CSc2nc3sc(C)c(C)c3c(=O)[nH]2)cc1
3	12	7	-9	1.0%	-8%	1	0.2	10	COc1ccc(NC(=O)Nc2c(C)n(-c3ccccc3)c(=O)n2C)cc1OC
4	1	2	-26	0.1%	-15%	0	-0.5	3	COc1ccc(NC(=O)Cc2csc(COc3cccc(C)c3)n2)c(OC)c1
10	10	-13	2	2.8%	-11%	5	-0.8	-10	CC(CCc1ccccc1)NC(=O)/C=C/c1ccccc1 (stereo unspecified)

Arranged by the number under TRHR agonist (descending): some entries from above
TRHR PAM	D2 potentiator	D1 PAM	RXFP1 antagonist	RXFP1 ag	Anesthetic bind	D1 ag	TRHR agonist	D1 antagonist	canonical_smiles
0	-2	-1	-20	-2.0%	1%	4	0.8	-22	COC(=O)c1ccc(-n2ccnc2)cc1
-2	4	-5	4	3.8%	-12%	2	-0.2	-17	O=C(CN(Cc1ccco1)S(=O)(=O)c1ccccc1)N/N=C/c1ccccc1C(=O)O
1	4	1	-8	0.5%	-10%	1	-0.4	-3	Cc1ccc2nc(CN3CCN(S(=O)(=O)c4ccc(C)c(C)c4)CC3)oc2c1
4	1	2	-26	0.1%	-15%	0	-0.5	3	COc1ccc(NC(=O)Cc2csc(COc3cccc(C)c3)n2)c(OC)c1
10	10	-13	2	2.8%	-11%	5	-0.8	-10	CC(CCc1ccccc1)NC(=O)/C=C/c1ccccc1 (stereo unspecified)

The list continues.
TRHR PAM	D2 potentiator	D1 PAM	RXFP1 antagonist	RXFP1 ag	Anesthetic bind	D1 ag	TRHR agonist	D1 antagonist	canonical_smiles
-2	·	-2	2	3.3%	-12%	0	0.1	9	CCN(CC)C(=O)c1cnn(-c2ccccc2)c1NC(=O)c1cccc(F)c1
7	17	-3	·	-1.2%	38%[activator]	1	-1.9	0	CCOc1ccc(C(=O)NCCn2cc(SCC(=O)Nc3ccccc3)c3ccccc32)cc1
-4	-9	-9	0	-0.7%	-9%	2	-0.3	10	O=C(NCCn1ccc2ccccc21)c1ccc2c(c1)OCO2
9	13	-2	0	1.4%	-24%	3	-0.8	-1	O=C(COC(=O)c1cccc(C(=O)OCC(=O)c2ccc(Br)cc2)n1)c1ccc(Br)cc1
1	15	1	8	0.0%	7%	3	0.2	5	NC(=O)C1CCN(CC(=O)Nc2ccccn2)CC1
0	12	-7	9	0.3%	·	2	-0.9	12	CCOc1ccc(S(=O)(=O)NCC(=O)OCc2nnc(-c3ccccc3)o2)cc1
-2	·	-11	3	-0.6%	-4%	5	-0.5	2	Cc1ccc(S(=O)(=O)N(CC(=O)NCC2CCCO2)C2CCCCC2)cc1 (stereo unspecified)
12	-9	4	-30	0.6%	-6%	13	1.7	24	CC(C)C1CC(CCNCc2ccc(N(C)C)cc2)(c2ccccc2)CCO1 (stereo unspecified)
0	-19	-5	·	0.2%	?	1	-0.3	-10	COc1ccc(/C=C2\SC(=NCc3ccccc3)NC2=O)cc1
5	20	-6	-9	-2.7%	-4%	5	0.7	3	Cc1ccc(S(=O)(=O)NC(=O)Nc2ccccc2)cc1
-8	-4	-11	-13	1.6%	?	0	-0.8	-3	O=C(/C=C/c1ccccc1)NCCC1=CCCCC1
-8	-4	12	5	-0.5%	0%	6	1.3	-25	CN(C)/C=C/C(=O)C(F)(F)F
15	9	4	0	-1.9%	-16%	6	1.6	30	Cc1ccc(Cn2c(N3CCCCCC3)nc3c2c(=O)[nH]c(=O)n3C)cc1
-1	18	4	-6	0.7%	-23%	1	3.8	-6	COc1ccccc1NS(=O)(=O)c1cc(NC(=O)c2cc[n+]([O-])cc2)ccc1N1CCCC1
2	-13	-4	6	0.7%	-15%	2	0.4	14	CN(C(=O)COC(=O)C1c2ccccc2Oc2ccccc21)C1CCS(=O)(=O)C1 (stereo unspecified)
-5	·	-2	15	2.9%	?	2	-1.0	44	Cc1cc([N+](=O)[O-])nn1CC(=O)NNC(=S)Nc1ccc([N+](=O)[O-])cc1
0	5	-2	-1	1.1%	-11%	4	0.5	-3	O=C(O)c1cc(NS(=O)(=O)c2ccc(N3CCOCC3)c([N+](=O)[O-])c2)cc(C(=O)O)c1
0	-1	0	3	0.2%	-4%	0	0.4	15	CCOC(=O)c1sc2nc(SCC#N)n(CC3CCCO3)c(=O)c2c1C (stereo unspecified)
-9	11	-5	14	5.5%	?	1	0.3	16	Cc1ccccc1NC(=O)c1cc(S(=O)(=O)N2CCCCC2)cs1
1	·	-9	-3	-1.2%	-16%	2	-0.2	-31*	CN(Cc1ccccc1)C1CCCN(C(=O)c2ccc(Cl)s2)C1 (stereo unspecified)

Remaining list, next part.
TRHR PAM	D2 potentiator	D1 PAM	RXFP1 antagonist	RXFP1 ag	Anesthetic bind	D1 ag	TRHR agonist	D1 antagonist	canonical_smiles
12	11	-2	3	24%	-10%	3	-0.2	-16	COc1ccc(C(C)=O)cc1CSc1ncccn1
13	-1	-7	-7	0.2%	2%	-1	-0.9	-8	COc1ccccc1CNc1n[nH]c(NCc2ccccc2OC)n1
2	·	2	·	·	·	1	1.5	-18	N#Cc1nc(NCC(F)F)c2ncn(-c3cc(F)cc(F)c3)c2n1
8	·	-7	6	-1.1%	?	7	0.2	-3	COc1c(Cl)cc(Cl)cc1CNc1ccc(S(N)(=O)=O)cc1
2	2	-1	-13	-0.1%	?	1	-0.3	-11	COC(=O)c1sccc1NC(=S)N1CCC(C)CC1
0	31*	-3	-1	2.3%	-11%	3	-0.2	-2	CC(=O)Nc1ccc(NC(=O)CSc2ncnn2-c2ccccc2)cc1
0	-2	-4	-17	3.2%	-10%	0	-0.3	0	CN(C)CCNC(=O)CCCn1c(=O)c2cccn2c2ccccc21
0	14	-1	-15	2.5%	-21%	0	-0.3	0	CCSC1=C(C#N)C2(CCCCC2)C2=C(CC(C)(C)CC2=O)N1
3	73*	-9	7	-0.1%	·	11	0.1	-39*	COc1ccc(NS(=O)(=O)c2ccc(NC(=O)c3ccccn3)cc2)cc1
-6	1	15	-8	-1.2%	-5%	1	-0.5	26	COc1cc(OC)cc(C(=O)NCCCNC(=O)c2ccccn2)c1
-4	9	·	·	1.5%	-1%	7	-1.0	5	Cc1cc(C(=O)Nc2c(C)nn(Cc3ccc(F)cc3)c2C)on1
29	-6	-5	2	0.5%	-1%	5	0.1	-24	Cc1ccc(S(=O)(=O)NNC2CC(=O)N(c3ccc(Br)cc3)C2=O)cc1 (stereo unspecified)
-1	-1	3	5	3.0%	-19%	0	0.7	7	CCOc1ccc(C(NC(=O)CC)c2c(O)ccc3ccccc23)cc1 (stereo unspecified)
-1	18	3	·	3.2%	·	-1	0.3	14	COc1cc(OC)cc(-c2c(-c3ccc(F)cc3)c3cc(-c4ccc5cc[nH]c5c4)ccc3n2C)c1
-1	·	-2	-8	0.4%	-10%	8	0.8	-6	O=C1C2ON(c3ccccc3)C(c3ccccc3F)C2C(=O)N1c1ccccc1 (stereo unspecified)
-1	-1	-2	15	0.3%	-14%	1	-0.3	-3	CC(C)(C)NC(=O)C(c1ccccc1F)N(Cc1ccco1)C(=O)c1csnn1 (stereo unspecified)
-7	4	-1	-11	-1.6%	96%[activator]	2	0.8	8	COc1cccc(C(=O)Nc2ccc3oc(-c4ccc5ccccc5c4)nc3c2)c1
0	3	3	1	1.1%	7%	1	0.3	12	Cc1cc(Oc2ccc(=O)[nH]n2)nc(Cl)n1
4	10	0	2	1.3%	·	2	0.6	-11	COc1ccc(CN(C)C(=O)c2ccccc2OCc2c(C)noc2C)cc1OC
5	-1	-2	-37	2.5%	0%	2	-0.7	-40*	COc1cc(NC(=O)C2CCN(c3nnc(C)c4c(C)n(-c5ccccc5)nc34)CC2)cc(OC)c1
3	1	1	-1	0.7%	-17%	3	-1.1	-5	O=C(Cn1ccc([N+](=O)[O-])n1)N1CCCCCC1
43*	-3	6	-22	1.8%	0%	5	0.6	22	Cc1nc(S(=O)(=O)N2CCN(C3c4ccccc4-c4ccccc43)CC2)cn1C
-1	9	-3	-15	0.6%	3%	3	0.3	-18	Cc1ccc(/C(N)=N/OC(=O)Cc2ccccc2)cc1
